# Screening results: PubChem BioAssay, NCI
# Growth percent in the NCI-60 one-dose screen (48 h, 10 µM unless noted): 100 = growth as untreated, 0 = no growth, -100 = all killed.
# LOX IMVI: LOX IMVI melanoma | 79,000 compounds, 7.4% hits
# HS 578T: HS 578T breast cancer; 78,000 compounds, 4.1% hits; AID 1794788
# MCF7: MCF7 breast cancer; 82,000 compounds, 6.3% hits; AID 1794796
# T-47D: T-47D breast cancer; 79,000 compounds, 5% hits; AID 1794792
# MALME-3M: MALME-3M melanoma; 78,000 compounds, 5.8% hits; AID 1794766
# BT-549: BT-549 breast cancer. 78,000 compounds, 4.4% hits. AID 1794793
# SK-MEL-2: SK-MEL-2 melanoma. AID 1794763. 77,000 compounds, 4.7% hits
# MDA-MB-231: MDA-MB-231 breast cancer; 81,000 compounds, 5% hits; AID 1794789
# Starred values were filed as active, the others as inactive; x = not tested or not shown; & = joins results of further samples. How the source made its calls: active means growth percent below 10; inactive means the rest.
SMILES,LOX IMVI,HS 578T,MCF7,T-47D,MALME-3M,BT-549,SK-MEL-2,MDA-MB-231
O=C(O)c1cc(Cl)nc2ccccc12,96.1,100.5,114.8,91.1,123.4,105.8,92.6,116.8
CC/C(=C(/c1ccc(O)cc1)c1ccc(OCCN2CCCCCC2)cc1)c1ccc(Cl)cc1,67.7,85.3,13.0,51.9,47.5,69.8,96.5,88.4
O=C(NC(CSCc1ccccc1)C(=O)O)OCc1ccccc1 (stereo unspecified),96.0,x,106.2,97.4,97.9,103.8,79.6,112.1
Oc1cc2oc3cc(O)c(O)cc3c2cc1O,100.5,117.2,93.7,100.7,95.3,103.3,x,106.9
O=C(CN1CCCCCC1)Nc1nc2ccc(NCc3ccccc3)cc2s1,48.1,94.1,59.6,55.1,94.8,81.6,98.9,74.6
O=C(CCN1C(=O)c2ccccc2C1=O)Nc1ccc(Cl)cc1,60.2,39.1,72.4,60.1,x,x,98.7,114.0
CC(=O)O[C@@H]1CCN2C(=O)Nc3ncccc3[C@@H]2C1,99.9,103.0,95.7,94.0,75.2,108.7,109.6,110.5
NS(=O)(=O)Oc1ccc(NC(=O)C23CC4CC(CC(C4)C2)C3)cc1Cl,82.9,95.5,97.3,75.4,97.6,99.3,99.9,90.5
CCN(CC)c1ccc(C=O)c(OCc2cn(CC(=O)Nc3ccc(Br)cc3C)nn2)c1,98.9,115.9,94.5,104.9,106.4,107.4,106.1,99.6
CCCCCCCCCCCCCCCCCCOc1ccc(CC(=O)OCC[N+](C)(C)C)cc1,91.1,99.6,95.8,99.5,113.4,95.8,114.8,109.5
CCCCSc1nc(Nc2ccc(/C(C)=N/NC(N)=S)cc2)c(C#N)c(-c2ccc(OC)cc2)n1,-10.1*,20.3,49.2,67.2,-39.6*,42.9,103.8,-11.4*
COC(=O)C1=C(C(=O)ON)C2C=CC1(C(Cc1ccccc1)Nc1ccccc1)O2 (stereo unspecified),75.8,108.4,83.3,-51.1*,-74.0*,106.5,86.7,103.2
CC(=O)Nc1ccc2c(c1)C(=O)c1cccc(C(=O)O)c1-2,109.3,108.9,104.8,99.3,147.6,117.1,115.5,111.6
O=C1CC(c2ccc3c(c2)OCCO3)c2cnn(Cc3ccco3)c2N1 (stereo unspecified),x,93.9,87.6,102.8,111.9,111.1,102.1,99.2
CC1CN2CN(C3CCCC3)CN3C(C)CN4CN(C5CCCC5)CN1C4C23 (stereo unspecified),96.6,99.0,99.8,112.8,105.6,106.0,101.4,124.8
Cc1ccc(S(=O)(=O)Oc2ccc3c4c(c(=O)oc3c2)CCCCCC4)cc1,74.9,89.7,61.2,24.1,89.3,52.4,67.2,58.4
O=C(c1ccccc1)C(NCCc1ccccc1)c1ccccc1 (stereo unspecified),90.8,107.2,103.3,103.3,113.6,109.9,132.5,106.6
N#CC1=C(N)Oc2ccc(Cl)c(O)c2C12C(=O)Nc1ccccc12 (stereo unspecified),44.6,43.7,41.3,54.7,65.3,65.6,51.6,35.1
Fc1ccc(-c2cn3ccnc3c(-c3ccc4ncn(C5CCCCC5)c4c3)n2)cc1,96.5,82.3,90.8,66.7,x,79.7,90.2,84.2
CC(=O)Nc1c(C)cc(C)cc1[N+](=O)[O-],102.0,108.3,97.4,102.8,144.2,103.6,113.7,129.3
O=c1oc2ccccc2cc1-c1nn(-c2ccccc2)cc1-c1nc2ccccc2[nH]1,91.6,97.9,75.4,78.6,86.7,92.5,74.9,97.6
O=c1ccn(Cc2cn(-c3c4ccccc4nc4ccccc34)nn2)c(=O)[nH]1,74.2,94.6,36.4,38.0,98.6,100.0,98.0,89.4
CCc1cccc(Nc2ccccc2C(=O)O)c1,99.6,90.0,97.2,x,108.3,92.0,106.7,x
Cc1ccc(-c2csc3nc(-n4nc(C)cc4C)cn23)cc1,92.8,97.0,89.7,98.2,113.5,125.4,125.1,88.8
COc1c(N2CC3CCCNC3C2)c(F)cc2c(=O)c(C(=O)N/N=C/c3ccc(N(C)C)cc3)cn(C3CC3)c12 (stereo unspecified),-22.6*,95.8,44.1,95.5,92.9,121.0,114.5,69.1
COc1ccc(NC(=O)c2nc(-c3cc(OC)c(OC)c(OC)c3)n(-c3cccc4ccccc34)n2)cc1OC,25.2,23.4,26.2,50.3,52.8,46.3,43.7,27.0
CCCOC(=O)NCCO,99.5,x,103.8,91.6,101.5,99.6,80.3,119.6
C=CCNC(=O)N(C)C,103.0,x,95.8,110.6,106.9,117.5,121.0,110.8
S=C(N/N=C/c1ccccn1)Nc1ccccn1,6.0*,97.4,14.3,31.0,10.6,38.1,-5.6*,42.4
CC(C)(O)S(=O)(=O)O,101.3,105.7,94.4,103.9,105.0,104.1,113.4,117.4
CC1(C)CC(=O)C(c2c(-c3ccccc3)[nH]c3[nH]c(=S)[nH]c(=O)c23)=C(O)C1,110.9,123.0,99.6,98.1,111.8,105.6,94.7,100.9
CCCCCCCCCCCCNc1ccc(Cl)cc1,99.3&97.3,107.2&91.5,99.3&100.9,64.3&97.6,113.6&102.9,81.2&94.3,96.2&117.0,103.5&94.4
CCCNC(=O)c1c(C)[nH]c(-c2nc3ccccc3[nH]2)c1C,95.4,93.9,90.5,92.1,97.4,103.7,106.7,98.9
COc1cccc(/C=N/NC(=O)C[N+](C)(C)C)c1O,100.3,118.1,91.5,98.3,102.4,96.9,130.4,110.1
N#Cc1nc(-c2ccccc2)oc1NCC(c1ccc(Cl)cc1)N1CCCCC1 (stereo unspecified),97.4,92.7,83.5,76.8,86.7,95.9,92.8,94.5
O=C(OCC1CO1)c1cccs1 (stereo unspecified),102.4,94.8,97.8,97.0,100.1,99.3,109.2,112.7
O=C(OC(OC(=O)c1cc(Cl)cc(Cl)c1)c1cccc2ccccc12)c1ccccc1 (stereo unspecified),92.3,98.2,84.8,98.8,91.0,113.3,91.1,95.5
O=C1N=C(c2c(-c3[nH]c(=O)c4ccccc4c3O)c(O)c3ccccc3c2O)C(=O)c2ccccc21,94.0,93.7,86.2,97.5,85.2,102.9,107.8,98.4
CCCCCCCCCCC[C@@H](C[C@H]1OC(=O)[C@H]1CCCCCC)OC(=O)[C@@H](CC(C)C)NC=O,14.1,53.6,x,76.5,89.4,31.6,55.9,60.9
COc1ccc(-c2nn(-c3ccccc3)cc2C2CC(c3cc4ccccc4oc3=O)=NN2c2ccccc2)cc1 (stereo unspecified),104.0,96.4,77.1,94.5,88.0,108.1,96.1,75.8

# 10 consecutive entries already listed, for reference:
SMILES,LOX IMVI,HS 578T,MCF7,T-47D,MALME-3M,BT-549,SK-MEL-2,MDA-MB-231
O=c1oc2ccccc2cc1-c1nn(-c2ccccc2)cc1-c1nc2ccccc2[nH]1,91.6,97.9,75.4,78.6,86.7,92.5,74.9,97.6
O=c1ccn(Cc2cn(-c3c4ccccc4nc4ccccc34)nn2)c(=O)[nH]1,74.2,94.6,36.4,38.0,98.6,100.0,98.0,89.4
CCc1cccc(Nc2ccccc2C(=O)O)c1,99.6,90.0,97.2,x,108.3,92.0,106.7,x
Cc1ccc(-c2csc3nc(-n4nc(C)cc4C)cn23)cc1,92.8,97.0,89.7,98.2,113.5,125.4,125.1,88.8
COc1c(N2CC3CCCNC3C2)c(F)cc2c(=O)c(C(=O)N/N=C/c3ccc(N(C)C)cc3)cn(C3CC3)c12 (stereo unspecified),-22.6*,95.8,44.1,95.5,92.9,121.0,114.5,69.1
COc1ccc(NC(=O)c2nc(-c3cc(OC)c(OC)c(OC)c3)n(-c3cccc4ccccc34)n2)cc1OC,25.2,23.4,26.2,50.3,52.8,46.3,43.7,27.0
CCCOC(=O)NCCO,99.5,x,103.8,91.6,101.5,99.6,80.3,119.6
C=CCNC(=O)N(C)C,103.0,x,95.8,110.6,106.9,117.5,121.0,110.8
S=C(N/N=C/c1ccccn1)Nc1ccccn1,6.0*,97.4,14.3,31.0,10.6,38.1,-5.6*,42.4
CC(C)(O)S(=O)(=O)O,101.3,105.7,94.4,103.9,105.0,104.1,113.4,117.4

# (cont.)
SMILES,LOX IMVI,HS 578T,MCF7,T-47D,MALME-3M,BT-549,SK-MEL-2,MDA-MB-231
O=C(Nc1ccccc1)N1CCN(c2cc(-c3cn(-c4ccccc4)nc3-c3cccc(O)c3)ccn2)CC1,69.1,83.1,63.3,13.1,84.0,67.3,57.4,82.4
COC(=O)/C(=C/c1ccc(/C=C(\NC(=O)c2ccccc2)C(=O)OC)cc1)NC(=O)c1ccccc1,107.1,103.0,97.6,98.9,110.3,102.5,106.6,105.1
OCCN/N=C/c1ccncc1,100.7,106.6,104.4,98.6,128.5,120.9,107.9,95.5
COc1cc(OC)cc(-c2nn(CC(=O)N3CCOCC3)c3ncnc(N)c23)c1,102.7,92.6,97.6,108.0,103.1,99.4,104.5,106.6
Oc1[nH]c2cc(Cl)ccc2c1/C=c1/ccc2c(c1)N=C(c1ccc(C(F)(F)F)cc1)N=2,96.7,97.6,85.3,106.4,112.3,117.4,x,130.5
O=C(OC1CCCC1)c1ccccc1,108.4,97.9,80.3,106.6,129.7,109.6,90.2,108.2
Cc1nc(C)c(CSC2N=C(c3ccc([N+](=O)[O-])cc3)c3cnn(-c4ccccc4)c3N2)nc1C (stereo unspecified),92.5,95.4,89.2,92.7,110.9,x,107.2,94.2
O=C(CCn1c[n+](CC(=O)c2ccc(Br)cc2)c2ccccc21)Nc1cccc2cccnc12,92.5,86.1,87.3,84.2,x,82.5,97.3,80.3
OC(CC1CCCCN1)c1cc(C(F)(F)F)nc2c(C(F)(F)F)cccc12 (stereo unspecified),65.2,80.2,62.3,87.7,109.5,87.4,107.5,69.8
Cn1cc(-c2ccc3c(c2)OCCO3)c(C(=O)NCc2ccc(F)cc2)n1,95.7,x,92.0,103.3,98.0,98.1,108.3,91.7
COc1cc(-c2nnc(Nc3ccc(C(F)(F)F)cc3)o2)cc(OC)c1OC,96.0,103.3,87.3,87.3,114.6,98.3,92.0,98.6
Nc1[nH]c(=O)[nH]c(=O)c1-c1c(-c2ccc3c(c2)OCO3)[nH]c2[nH]c(=O)[nH]c(=O)c12,98.8,x,106.7,111.9,114.5,106.2,144.0,98.0
CN1CCN(CCCCCC(=O)Nc2nc(-c3cccc(NS(=O)(=O)c4cccc5c(N(C)C)cccc45)c3)cs2)CC1,-84.8*,73.1,14.8,72.3,17.5,90.7,101.6,68.8
CCOC(=O)c1ccc2c(c1)ncn2-c1ccc(O)cc1,98.2,101.7,100.5,104.8,125.7,100.1,115.8,107.8
C/C(=C(/c1ccc(Cl)cc1)c1ccc(OCCCN(C)C)cc1)c1ccccc1,91.0,80.4,45.0,74.2,98.3,104.3,99.1,93.5
COCCOc1ccccc1,95.9,x,106.4,106.3,109.2,122.9,109.1,104.6
CCOC(=O)c1ccc2n1CCc1cnc(NC(C)=O)nc1-2,98.0,113.1,99.0,x,102.9,105.6,106.2,106.6
O=C(CC(CC(=O)c1ccccc1)c1ccncc1)c1ccccc1,96.4,100.0,106.7,107.8,103.8,103.6,114.1,89.4
COc1ccc(-c2n[nH]c(Cn3nnnc3-c3ccccc3)n2)cc1,101.7,x,93.0,108.5,96.8,98.5,97.8,86.1
O=C(O)c1ccccc1N=Nc1ccc(O)cc1,93.6,100.7,104.5,94.7,118.2,94.9,107.7,122.8
CC1(C)CC[C@]2(C(=O)O)CC[C@]3(C)C(=CCC4[C@@]5(C)C[C@@H](O)[C@@H]6OC(c7ccc(Br)cc7)OC[C@@]6(C)C5CC[C@]43C)C2C1 (stereo partly specified),75.4,75.1,49.0,57.0,57.5,70.5,83.8,95.5
CCOC(=O)c1ccc(NC(=O)CN2CCN(c3cc(=O)n(-c4ccccc4)c4ccccc34)CC2)cc1,78.6,93.3,53.1,27.3,x,68.1,100.0,81.7
Cc1cn([C@H]2C[C@H](F)[C@@H](CO[P@@](=O)(N[C@@H](C)C(=O)OC(C)C)Oc3ccccc3)O2)c(=O)[nH]c1=O,101.0,99.7,86.7,77.9,94.8,102.8,107.7,93.6
CN(C)C(=C(c1ccccc1)c1ccccc1)c1ccccc1,89.9,110.8,105.5,76.9,98.7,91.7,93.5,99.1
CC(=O)OCC(C)(C)[N+](C)(C)C,103.7,96.8,92.9,99.2,113.0,102.9,109.7,112.5
COc1c(Br)c(=O)n(C)c(=O)n1C,97.5,102.4,91.3,94.2,104.3,106.6,99.5,114.9
COc1cc(/C=C(\C#N)c2ccc(Cl)cc2)ccc1OCc1ccccc1,97.4,110.8,67.0,61.0,76.1,95.3,93.6,72.8
CCc1nc2cc(Cl)ccc2c(=O)n1-c1c(CC(=O)O)cnn1C,99.8,90.8,101.7,97.7,95.3,109.4,104.2,102.6
COc1ccc2c(c1)c(-c1nc(-c3c[nH]c4ccncc34)cs1)cn2C,-93.3*,-48.3*,-68.9*,-49.6*,-92.9*,77.3,-45.2*,-81.8*
COc1ccc(/C=C(/NC(=O)c2ccccc2)C(=O)O)cc1OC,98.8,105.1,102.6,108.3,99.1,117.5,101.0,106.2
O=C(CCCCCOc1ccc(NC(=O)Nc2ccc(Cl)cc2)cc1)Nc1ccccn1,94.4,95.3,94.8,84.6,101.0,103.6,85.5,91.8
Cn1cccc1-c1nc2c3c(ccc2[nH]1)C(=O)c1ccccc1C3=O,88.9,115.0,11.6,-18.8*,90.5,71.7,91.4,88.6
Cc1cc(O)c(C(C)C)cc1NC(=O)Nc1ccc(Cl)cc1,81.9,86.0,83.3,x,105.9,87.9,85.1,77.3
CCC1(CC)CC(=O)c2c(ccc(C(=O)C[C@@H](N)CO)c2N)O1,96.9,95.3,92.6,91.8,97.2,112.9,100.5,101.4
COC(=O)C(Cc1ccccc1)Nc1nc(NC(Cc2ccccc2)C(=O)OC)nc(N2CCOCC2)n1 (stereo unspecified),105.0,101.3,97.8,100.5,104.9,111.7,111.0,102.5

# Entries of single compounds from above. Screens in order: LOX IMVI, HS 578T, MCF7, T-47D, MALME-3M, BT-549, SK-MEL-2, MDA-MB-231
# `O=c1oc2ccccc2cc1-c1nn(-c2ccccc2)cc1-c1nc2ccccc2[nH]1` is entered as 91.6, 97.9, 75.4, 78.6, 86.7, 92.5, 74.9, 97.6
# `COc1cc(-c2nnc(Nc3ccc(C(F)(F)F)cc3)o2)cc(OC)c1OC` is entered as 96.0, 103.3, 87.3, 87.3, 114.6, 98.3, 92.0, 98.6
